aSyn tox rescue: qHTS of alpha-syn Inhibitors: NCGC Sytravon Library Screen; S. cerevisiae alpha-synuclein toxicity rescue, BacTiter-Glo growth, 24 h; Potency, µM (titrated, usually from 46.1 µM), inactives show at the top dose growth rescue (activation), hits mostly activators; actives 0.02% (n = 94,000); AID 1347070, 2019; active means well fitted activation curve with a large enough effect; further: 0% is about no effect
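Growth restoration measured by BacTiter-Glo luminescence after 24 hr at 30 deg C; alpha-synuclein yeast, raffinose-pregrown to mid-log, were added at OD600=0.02 in galactose medium onto pinned compounds.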
Active calls of the source: *; & = joins results of further samples. Potency means the concentration at half of the fitted maximal effect. A portion of the library; the hit share may differ from the screen's.

Structure	aSyn tox rescue
CCOC(=O)N1CCN(CC(=O)c2ccc3c(c2)CCN3C(C)=O)CC1	2.1%
CCOCCCNC(=O)C(Cc1ccccc1)NS(=O)(=O)c1ccc2c(c1)c(=O)n(C)c(=O)n2C (stereo not given)	0.5%
O=C(Nc1ccccc1)N1CCc2scc[n+]2-c2ccccc21	3.7%
CCOc1ccc(NC(=O)CCCn2c(=S)[nH]c3ccsc3c2=O)cc1	-6.6%
CC(=O)c1cccc(NC(=S)N2c3ccccc3CC2C)c1 (stereo not given)	-2.8%
CCOc1ccc(CCNC(=O)Cn2c(-c3cccs3)cc3ccccc32)cc1OCC	6.0%
C=CCN(c1ccccc1)S(=O)(=O)c1cccc(C(=O)Oc2ccc3c(C)cc(=O)oc3c2)c1	11.9%
CC12CCC3C(C1)C(C(=O)O2)C(=O)OC3(C)C (stereo not given)	-7.8%
O=S(=O)(NCc1ccccc1)c1ccc(S(=O)(=O)N2CCCC2)cc1	-17.1%
CCCC(=O)NCCCc1nc2ccccc2n1C	2.1%
CC(C)(C)NC(=O)c1cccc2c1C(=O)c1ccccc1-2	12.8%
Cc1cccc(C(=O)N2CCc3cc(CNC(=O)CCc4ccccc4)ccc32)c1	-0.3%
COc1cc2nc(SCc3ccc(F)cc3)n3nc(CCn4c(C)nc5ccccc54)nc3c2cc1OC	-4.7%
COc1ccc(CCNC(=O)c2ccc(F)c(S(=O)(=O)N3CCCCC3)c2)cc1	-5.0%
COc1ccc(Oc2ccc(S(=O)(=O)N3CCCCC3)cc2S(=O)(=O)N2CCCCC2)cc1	0.7%
COc1ccc(Br)cc1C(=O)CCC(=O)OCC(=O)Nc1cc(C(N)=O)cc(C(N)=O)c1	8.8%
C[C@H]1CN([C@@H](C)CO)C(=O)CCCn2cc(nn2)CO[C@@H]1CN(C)C(=O)Nc1ccc(F)cc1	2.9%
CC(=O)Nc1ccc(S(=O)(=O)NC2CC(=O)N(c3ccc(C)cc3)C2)cc1 (stereo not given)	-3.1%
O=C(CCC(=O)N1CCOc2ccccc21)NC1CCN(Cc2ccccc2)CC1	-2.9%
CC(C)C(=O)Nc1sc2c(c1C(N)=O)CCN(Cc1ccccc1)C2	5.3%
c1ccc(CNc2cccnc2)cc1	-8.4%
CC(=O)N1CCc2cc(CNS(=O)(=O)c3ccc(Br)s3)ccc21	6.0%
Cn1c(=O)cc(OCCCC(=O)Nc2ccc(F)cc2)c2ccccc21	-6.0%
O=C1CN(C(=O)Nc2ccccc2C(F)(F)F)C(c2ccccc2)c2c(sc3c2CCCC3)N1 (stereo not given)	-19.1%
O=C(NCCO)C(=O)Nc1c2c(nn1-c1ccc(F)cc1)CSC2	-2.2%
CC1(C)CN(c2ccc(CC#N)cc2)C1=O	5.8%
Cc1ccc(O)c(NC(=O)c2nc3nc(C)cc(C(F)F)n3n2)c1	-1.7%
CCOC(=O)c1cc(-c2ccccc2)n(CCC(=O)NCc2ccccc2Cl)c1C	-2.6%
Cc1nc(-c2ccc(S(=O)(=O)N(Cc3ccccc3)C(C)C)cc2)co1	3.0%
Cn1cc(C(=O)Nc2ccc(C#N)cc2)c2ccccc2c1=O	1.3%
CCn1c(CN2CCCCC2)nc2cc(NC(=O)COc3ccc(C(C)(C)C)cc3)ccc21	-12.8%
COc1ccc(Cc2nc3ccc(C(=O)NCCc4ccccc4)cc3o2)cc1	-13.1%
Cc1c(CN(C)C(=O)C2CCC(=O)N(Cc3ccccc3F)C2)[nH]c2ccccc12 (stereo not given)	4.5%
O=C(CN(CC1CCCO1)C(=O)CNS(=O)(=O)c1ccccc1)NCc1ccc(F)cc1 (stereo not given)	3.2%
O=C1COc2ccc(S(=O)(=O)N3CCCC3)cc2N1	-2.8%
COCCCNC(=O)c1cc2cc(S(=O)(=O)N3CCCCC3)ccc2n1C	1.2%
COC(=O)c1cc2occc2n1Cc1nc(-c2cccc(Cl)c2)oc1C	8.1%
COc1ccc2oc(=O)c(C(=O)N3CCCC3)cc2c1	10.6%
COc1ccccc1C(=O)Nc1ccc(C(=O)OCc2cc(=O)n3ccsc3n2)cc1	1.4%
O=C(Nc1ccc(F)cc1)C1CCN(c2nc3ccccc3nc2C(F)(F)F)CC1	4.4%
Cc1cccc(-c2nc3c4ccccc4n(CC(=O)Nc4cccc(F)c4)c(=O)n3n2)c1	-1.2%
C/C(=N\NC(=O)c1ccc([N+](=O)[O-])cc1)c1c(O)cc(C)oc1=O	-11.9%
Cc1ncc(CO)c2c1Oc1nc(-c3ccccc3)nc(SCC(=O)N3CCCCC3)c1C2	-3.0%
CC(=O)Nc1ccccc1OC(C)C(=O)N1CC(C)CC(C)C1 (stereo not given)	-6.0%
COc1ccc(C2CC(=O)N(Cc3ccc(F)cc3)c3ccccc3S2)cc1 (stereo not given)	14.9%
O=[N+]([O-])c1ccc(-c2ccc(/C=N/Nc3nc(N4CCCCC4)nc(N4CCCCC4)n3)o2)cc1	-11.6%
CCc1noc(C)c1C(=O)OC(C)C(=O)Nc1ccccc1OC (stereo not given)	2.6%
CCC(=O)Oc1ccc(C(=O)Nc2cccc(NC(=O)c3ccco3)c2)cc1	-5.4%
N=c1c2c(ncn1CCN1CCOCC1)Oc1cc(O)ccc1C2c1ccccc1 (stereo not given)	-8.8%
COc1ccc(N2C(=O)/C(=C/N(C)C)NC2=S)cc1	2.4%

The listing continues.
Structure	aSyn tox rescue
CCOC(=O)N1CCN(C(=O)Cn2ncc3c2-c2ccccc2OC3)CC1	-11.9%
COc1ccc(C2CC(=O)c3c([nH]c(C(=O)OC4CCC(C)CC4)c3C)C2)cc1OC (stereo not given)	-9.2%
Cc1ccc([C@@H]2CC(=O)[C@@H]3CN(S(=O)(=O)c4ccccc4C)[C@H](c4ccc(Cl)cc4)C[C@@H]3N2S(=O)(=O)c2ccc(C)cc2)cc1	-10.6%
Cc1noc(C)c1COc1cccc(C(=O)N2CCc3ccccc32)c1	0.1%
COCCc1nn2c(=O)cc(COC(=O)c3ccc(Br)cc3)nc2s1	-6.0%
O=C(Nc1nnc(S(=O)(=O)N2CCN(c3ccc(F)cc3)CC2)s1)c1ccc(Cl)cc1	4.0%
CN1C(C(=O)NC(C)(C)C)=CC(c2ccc3c(c2)OCO3)=NS1(=O)=O	2.5%
O=C(O)c1cccc(CN2C(=O)S/C(=C/c3ccccc3[N+](=O)[O-])C2=O)c1	14.3%
O=C(OCC(=O)N1CCCC1)c1cccc(Br)c1	3.3%
O=c1[nH]cnc(O)c1C(c1cccc([N+](=O)[O-])c1)c1c(O)nc[nH]c1=O	-6.0%

6 entries picked at random from the list so far:
Structure	aSyn tox rescue
C=CCN(c1ccccc1)S(=O)(=O)c1cccc(C(=O)Oc2ccc3c(C)cc(=O)oc3c2)c1	11.9%
COc1cc2nc(SCc3ccc(F)cc3)n3nc(CCn4c(C)nc5ccccc54)nc3c2cc1OC	-4.7%
c1ccc(CNc2cccnc2)cc1	-8.4%
Cc1noc(C)c1COc1cccc(C(=O)N2CCc3ccccc32)c1	0.1%
CCOc1ccc(NC(=O)CCCn2c(=S)[nH]c3ccsc3c2=O)cc1	-6.6%
Cc1nc(-c2ccc(S(=O)(=O)N(Cc3ccccc3)C(C)C)cc2)co1	3.0%

Remaining list, next part
Structure	aSyn tox rescue
Cc1ccc(N2CC(C(=O)OCC(=O)Nc3c(C)cccc3C)CC2=O)cc1 (stereo not given)	-16.1%
Cc1ccc(CNC(=O)CCS(=O)(=O)c2cc(Br)cc3c2N(C(=O)C2CC2)CC3)cc1	-1.9%
Cc1ccc(CCNC(=O)c2c[nH]c3ccc(S(=O)(=O)Nc4ccc(C)cc4C)cc3c2=O)cc1	4.0%
CCOc1cccc(C(=O)NC(=S)Nc2ccc(N3CCN(CC)CC3)cc2)c1	-11.1%
CCC(=O)N1CCc2cc(S(=O)(=O)NC(CC(C)C)C(=O)Nc3ccc(CC)cc3)ccc21 (stereo not given)	-4.9%
Cc1ccc(CNC(=O)CCc2c(C)nc3c(c(C)nn3-c3ccccc3)c2C)cc1	-8.2%
C=CCN1C=CC=C/C1=C1\SC(=S)N(C)C1=O	4.5%
COc1cccc(C(C(=O)NC2CCCC2)N(CCC(C)C)C(=O)CCC(=O)Nc2cc(C)on2)c1 (stereo not given)	2.5%
Cc1ccccc1NC(=O)CCS(=O)(=O)c1ccc(Br)s1	7.4%
COc1ccc2nc(SCC(=O)Nc3nonc3C)[nH]c2c1	-18.7%
COc1cccc(-c2nc(CS(=O)(=O)CC(=O)NCCCN3CCN(C)CC3)c(C)o2)c1	-8.9%
Cc1ccc(C)c(N2CCN(C(=O)Cn3ncc4c(=O)oc5ccc(C)cc5c43)CC2)c1	8.9%
COC(=O)c1oc2c(c1C)C(=O)CC(C)(C)C2	-2.1%
Cc1cnccc1CN(C)Cc1cn(C)nc1-c1ccc(Oc2ccccc2)cc1	6.0%
Cc1nc2c(-c3ccc(F)cc3)c(C)nn2c(C)c1CCC(=O)NCc1ccc(Cl)cc1	-6.5%
Cc1ccc(-n2c(SCc3nc4ccccc4[nH]3)nnc2-c2ccncc2)cc1	-0.9%
COc1ccccc1NC(=O)CCNS(=O)(=O)c1ccc2c(c1)CCN2C(=O)C1CC1	4.6%
COc1ccccc1N1CCN(c2ncnc3onc(-c4cccc(Cl)c4)c23)CC1	4.4%
COc1ccc2c(c1)CSC(c1ccccc1)C2=O (stereo not given)	12.3%
CCOc1ccc(-n2c(=O)c3c(C)c(C)sc3n(CC(=O)c3ccccc3)c2=O)cc1	-7.9%
CC(C)(C)c1cc(P(=O)(c2ccccc2)c2ccccc2)ccc1O	-3.0%
Cc1oc(-c2ccccc2F)nc1Cn1c(SCc2ccccc2F)nc2ccncc21	-9.3%
O=C(CCc1nc2sc3c(c2c(=O)[nH]1)CCCC3)NCCc1ccccc1	2.1%
CC(=O)c1ccc(N(C(=O)CNC(=O)c2ccco2)C(C(=O)NC2CCCC2)c2ccncc2)cc1 (stereo not given)	5.5%
COCCNC(=O)c1cc2c(Cl)nc3ccc(C)cc3c2s1	-4.6%
CCOc1ccc(N=C(C)C2=C(O)c3ccccc3C2=O)cc1	-3.5%
COc1ccc(CNC(=O)C2CCCN(S(=O)(=O)c3ccc4c(c3)CCCN4C(C)=O)C2)cc1 (stereo not given)	-3.2%
CC(=O)N=c1c(C#N)cc2c(=O)n3cccc(C)c3nc2n1CCCOC(C)C	10.8%
O=Cc1c(N2CCC3(CC2)OCCO3)nc2ccccn2c1=O	-5.9%
Cc1ccc(CNS(=O)(=O)c2cc(Br)cc3c2N(C(=O)C2CC2)CC3)cc1	-1.4%
CCOC(=O)CSc1nc2cc(C(=O)N3CCC(C(N)=O)CC3)ccc2c(=O)n1C1CCCCC1	-7.8%
COc1ccc(-c2nc(CCNC(=O)c3ccc(Br)o3)cs2)cc1	-10.1%&-0.6%
CCOc1ccc(Nc2ncnc3onc(-c4ccc(Cl)cc4)c23)cc1	0.3%
CCCn1ccc2c(OCC(=O)NCc3ccccc3Cl)cccc2c1=O	-1.1%
CCCc1c(C(=O)N/N=C(\C)c2cccnc2)nnn1-c1nonc1N	3.5%
CCCc1nc2nc(C)c(NS(=O)(=O)c3ccc(C)c(C)c3)c(=O)n2[nH]1	-0.3%&3.8%
COc1ccc(CCNC(=O)C(=O)NCC2OCCN2S(=O)(=O)c2ccc(F)cc2)cc1OC (stereo not given)	5.9%
Cc1ccc(NC(=O)CN2C(=O)NC(C)(C)C2=O)cc1S(=O)(=O)N1CCCCCC1	-7.9%
Cc1c(CNC2CCCCCC2)c(C(=O)O)c(C)n1Cc1ccc(F)cc1	3.0%
CCOc1ccccc1CNCc1cccn1-c1nnc(N2CCN(c3ccccc3)CC2)s1	5.4%
O=S(=O)(Cc1cc(Cl)nc(-c2ccncc2)n1)c1ccccc1	9.2%
CCc1ccc2oc(C(=O)Nc3c(C)n(C)n(-c4ccccc4)c3=O)cc(=O)c2c1	-4.1%
COc1cc(OC)cc(C(=O)Nc2ccccc2-c2nc3ccccc3s2)c1	4.6%
COc1cc(OC)cc(C(=O)Nc2ccc3nc(Nc4cccc(C(F)(F)F)c4)cc(C)c3c2)c1	-18.2%
Cn1c2ccc(F)cc2c2nnc(SCCN3CCCCC3)nc21	1.2%&-10.9%
CCOc1ccc(CCNC(=O)CSc2n[nH]c(-c3ccccc3)n2)cc1OCC	5.9%
CCOC(=O)c1ccc(CN(Cc2ccccc2C)S(=O)(=O)c2ccc(F)c(C(=O)Nc3cccc(OC)c3)c2)cc1	2.9%
CC(=O)c1ccc(S(=O)(=O)NCCC(=O)OCC(=O)N2CCCC2=O)cc1	5.0%
O=C(c1ccc2c(c1)N(Cc1cccc(Cl)c1)C(=O)c1ccccc1S2(=O)=O)N1CCN(c2ccccn2)CC1	12.7%
CCN1CCN(c2cc(=O)n(C3CCCCC3)c(=O)[nH]2)CC1	-1.0%

New compounds follow:
Structure	aSyn tox rescue
CN1C(=O)/C(=C/C=C2\SCCN2C)N(C)C1=S	-9.6%
Cc1ccc2c(c1)c1nnc(SCC(=O)Nc3cccc(Cl)c3C)nc1n2CC(=O)O	12.5%
COc1ccc(NC(=S)N2CCN(C(c3ccccc3)c3ccccc3)CC2)c(OC)c1	11.5%
CCOc1cc(/C=C/C(=O)OCC(=O)N(CC)C2CCS(=O)(=O)C2)cc(Cl)c1OC (stereo not given)	3.2%
CN(C)c1nn2c(-c3ccccc3)nnc2o1	-11.0%
CCOC(=O)N1CCN(C(=O)COC(=O)CSc2cc(C)c(Br)cc2C)CC1	4.3%
